# Yeast life ext: compounds extending yeast replicative lifespan, primary screen, S. cerevisiae, OD615 | S. cerevisiae growth with nicotinamide; deaD strain in restrictive glucose medium | inhibition of the nicotinamide effect, % at 10 µM | 130,000 tested, 0.68% active;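 active = inhibition above a set limit, placed 3 SD over the median of all compounds, cut at about 26% in these data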;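 note: 0% = nicotinamide-treated wells and 100% = cells grown without nicotinamide; some compounds called inactive have numbers as strong as hits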
#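 Test system: DeaD-strain S. cerevisiae / Buffer or medium: restrictive glucose medium / Also added: nicotinamide 1.5 mM / Doses: one concentration, 10 µM, DMSO 0.25% / Schedule: 48 h at 30 °C / Signal: OD615 measurement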
# Measles CPE: compounds protecting cells from measles virus cytopathic effect, primary screen, measles RdRp inhibitor project, single point, MLSMR library, absorbance. AID 841, 2007. 140,000 tested, 1.5% active. protection (pct of control), % at 4 µM. Measles virus-infected cells, CPE protection; in the data active = protection mostly above about 24%, no sharp cut-off; inactive = mostly below about 26%; note: some compounds called inactive have numbers as strong as hits
# MRP1 act: H69AR viability gain despite doxorubicin, primary screen, MRP-1 activator project, H69AR cells, CellTiter-Glo; viability rescue; viability increase, % at 10 µM; 140,000 tested, 0.61% active; AID 799, 2007;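 active = viability gain under doxorubicin at or above a set limit, the compound median plus 3 SD, cut at about 4.7% in these data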;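 note: MRP-1 overexpressing cells given doxorubicin 25 µM after compound pretreatment; 18-22 h compound pretreatment then 72 h with doxorubicin before readout; 0% = doxorubicin-only wells and 100% = vehicle-treated cells without doxorubicin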
# GALR2 blocker: GALR2 antagonists in receptor-expressing cells, primary screen; antagonist mode; Galanin receptor type 2 (Homo sapiens), O43603; inhibition, % at 4 µM; 140,000 tested, 0.39% active; in the data active = inhibition above about 27%;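 note: cells stimulated with galanin 1-16 at roughly its EC80; 0% = agonist challenge control and 100% = basal control without agonist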
# Target sequence (O43603 whole entry, looked up): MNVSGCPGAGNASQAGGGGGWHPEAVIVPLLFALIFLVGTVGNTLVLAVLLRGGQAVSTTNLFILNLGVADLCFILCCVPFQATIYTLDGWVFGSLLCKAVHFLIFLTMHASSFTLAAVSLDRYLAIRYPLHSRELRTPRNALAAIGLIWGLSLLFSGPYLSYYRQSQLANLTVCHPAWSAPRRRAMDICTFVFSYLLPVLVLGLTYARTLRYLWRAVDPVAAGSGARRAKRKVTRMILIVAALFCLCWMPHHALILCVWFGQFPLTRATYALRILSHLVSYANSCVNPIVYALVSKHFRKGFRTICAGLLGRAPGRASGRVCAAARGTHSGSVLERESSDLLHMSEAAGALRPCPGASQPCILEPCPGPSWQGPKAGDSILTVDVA
# Yeast growth inh: growth inhibitors of yeast BB579 in restrictive medium, primary screen, yeast lifespan-shortening project, S. cerevisiae; 140,000 tested, 0.51% active; inhibition, % at 10 µM; OD615, 48 h;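 active = inhibition above a set limit, 3 SD over the mean compound inhibition, cut at about 44% in these data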; note: inactives centre near -24
#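 Assay system: S. cerevisiae DeaD strain BB579 yeast. Medium: CSMM-D restrictive synthetic medium containing dextrose (glucose). Times: 4 h cell preincubation, 48 h compound exposure, 30 °C humidified. Signal: OD615 turbidity measurement. Benchmarks: positive control amphotericin B 10 µg/mL.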
# PTEN del growth: growth suppression of PTEN-null HCT116, primary screen, cell-based, CellTiter-Glo; HCT116 PTEN-null viability, 60 h; hits give low values; viability, % at 10 µM; 140,000 tested, 1.2% active; AID 827, 2007;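 active = viability at or below a set limit, 4 SD under the median of all tested compounds, cut at about 3.7% in these data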;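 note: PTEN knockout HCT116 line with beta catenin targeted HCT116 as companion control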
# NPY Y2 blocker: NPY-Y2 receptor antagonists, primary screen, cell-based | 140,000 tested, 0.99% active | inhibition, % at 2.7 µM | Neuropeptide Y receptor type 2 (Homo sapiens), P49146 | AID 793, 2007 | NPY-Y2 expressing cells, antagonist mode; in the data active = inhibition above about 17%;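 note: 0% = vehicle with agonist challenge and 100% = reference antagonist with challenge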
# Target sequence (P49146 whole entry, looked up): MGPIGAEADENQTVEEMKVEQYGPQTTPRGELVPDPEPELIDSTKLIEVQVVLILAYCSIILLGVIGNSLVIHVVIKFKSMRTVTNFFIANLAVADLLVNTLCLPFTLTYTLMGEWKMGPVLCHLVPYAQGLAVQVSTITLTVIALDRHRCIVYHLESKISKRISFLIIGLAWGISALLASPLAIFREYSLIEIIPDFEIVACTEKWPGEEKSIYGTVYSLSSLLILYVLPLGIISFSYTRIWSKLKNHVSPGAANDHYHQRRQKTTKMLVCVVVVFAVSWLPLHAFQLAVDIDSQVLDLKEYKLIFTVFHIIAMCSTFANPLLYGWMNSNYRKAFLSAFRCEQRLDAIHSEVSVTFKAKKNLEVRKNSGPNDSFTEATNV
# Phagocyt inh: inhibitors of macrophage phagocytosis, primary screen, imaging, J774A.1 cells, IgG beads; inhibition, % at 5 µM; AID 1029, 2008; J774A.1 macrophage IgG-bead phagocytosis; 110,000 tested, 0.07% active;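 active = inhibition above the mean of the plate negative controls plus 5 SD, cut at about 13% in these data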;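 note: phagocytic index as fraction of beads internalized from green versus red external bead signal; plate controls were DMSO negative control for no effect and cytochalasin-D positive control for full effect; some results beyond the cut were filed as inactive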
# HCT116 bCat-KO: primary screen for growth suppressors in beta-catenin knockout HCT116 cells (colon tumor, human); HCT116 beta-catenin knockout viability, CellTiter-Glo, 60 h; hits give low values; 140,000 tested, 1.5% active; AID 818, 2007; viability, % at 10 µM;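 active = viability at or under a set limit, the compound median less 4 SD, cut at about 6% in these data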;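 note: 0% = Hyamine 1622 control at 20 µM and 100% = untreated cell control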
# E-sel TNF inh: E-selectin induction blockers in HUVEC – imaging, immunofluorescence, high content, primary screen; 120,000 tested, 0.71% active; HUVEC TNFa-induced E-selectin immunofluorescence; inhibition, % at 2 µM; AID 1246, 2008;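 active = inhibition above the batch mean plus 3 SD, and confirmed as a hit on visual image review, cut at about 43% in these data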;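 note: 0% = TNF-stimulated DMSO wells and 100% = unstimulated control wells; not every result past the cut was called active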
# * = called active by the depositor; . = no result given.
entry	structure	Yeast life ext	Measles CPE	MRP1 act	GALR2 blocker	Yeast growth inh	PTEN del growth	NPY Y2 blocker	Phagocyt inh	HCT116 bCat-KO	E-sel TNF inh
1	Cc1ccccc1NC(=O)C(=O)N/N=C/c1cccc(Br)c1	-3	7	0.5	-17	-39	101	4	-5	103	-2
2	CCOc1ccc(Nc2nc(C)cc(C)c2C#N)cc1	-10	16	-2.6	5	-18	96	0	2	89	16
3	COc1ccccc1CC1(C)NC(=O)N(CC(=O)Nc2cc(C)on2)C1=O (stereo not given)	4	4	-1.1	1	-40	90	0	0	100	-21
4	COc1ccc(NC(C)=O)cc1NC(=O)CSc1nnc(-c2cccnc2)n1C	-8	2	-0.4	4	-45	103	0	5	101	.
5	CC(C)(C)c1ccc(OCC(=O)NC2CCS(=O)(=O)C2)cc1 (stereo not given)	15	3	-0.7	1	-46	53	-3	10	59	-16
6	O=C(CSc1cccc(C(F)(F)F)c1)N1CCN(S(=O)(=O)c2ccccc2)CC1	-3	3	-0.2	-5	-45	91	1	-2	97	-20
7	O=S(=O)(Nc1cccc2cccnc12)c1ccc(S(=O)(=O)N2CCCC2)cc1	1	3	-5.5	-1	-24	3.8*	-8	0	9	-11
8	Cc1ccccc1NC(=O)N1C2CCCC1CC(NC(=O)C1CC1)C2 (stereo not given)	-5	4	-2.2	-2	-29	108	-1	0	98	-10
9	C=C(C)C1CC=C(C)/C(=N\NC(=O)CNc2ccccc2OC)C1 (stereo not given)	-3	15	0.1	-3	-54	79	3	-5	89	.
10	COc1ccc(C)cc1NC(=O)C1CC(=O)OC12CCCCC2 (stereo not given)	0	4	-1.2	-8	-66	115	2	0	100	9
11	CCCCC(Nc1ncnc2ccccc12)C(=O)O (stereo not given)	-7	7	-2.8	7	-36	100	2	5	91	2
12	COc1cccc(-c2nnc(SCc3ccccn3)n2C)c1	-8	30	-1.2	-22	-4	109	-2	2	105	.

# (listing goes on)
entry	structure	Yeast life ext	Measles CPE	MRP1 act	GALR2 blocker	Yeast growth inh	PTEN del growth	NPY Y2 blocker	Phagocyt inh	HCT116 bCat-KO	E-sel TNF inh
13	Cc1cc(C)c(S(=O)(=O)c2c(C)cccc2C)c(Cl)n1	-4	10	-0.5	13	-32	83	2	.	81	-12
14	Cc1cc2c(c(=O)n1CCc1ccccc1)C(c1ccco1)C(C#N)=C(N)O2 (stereo not given)	61	8	-2.5	-4	-70	97	7	0	89	-5
15	COc1ccc(Cl)cc1N(CC(=O)Nc1ccc2c(c1)OCO2)S(C)(=O)=O	-3	13	-4.0	7	-4	86	6	4	94	-32
16	COc1ccc(/C=C/C(=O)CC(O)(c2ccccc2)C(F)(F)F)cc1 (stereo not given)	.	4	-8.2	7	-21	45	1	.	45	19
17	CN(C)CC1CCCCC1OC(=O)c1ccc(Cl)cc1 (stereo not given)	3	22	-1.4	5	-8	95	2	-2	92	20
18	CC(C)n1nc(C(=O)Nc2ccccc2N2CCOCC2)c2ccccc2c1=O	-1	26	-1.2	-5	-29	46	2	1	70	-24
19	O=C(NNC(=O)c1ccccc1F)c1cccc(Cl)c1	-19	8	-0.7	10	-61	95	-2	.	102	.
20	CCN(CC)CCNc1nc(-c2ccco2)c2c(c1C#N)CC(C)(C)OC2	-26	15	-4.3	7	-36	69	7	-1	79	-21
21	Cc1ccc(CNC(=O)c2nc3nc(C)cc(C)n3n2)cc1	3	32	-1.3	-10	-20	98	10	-1	95	2
22	COc1ccc2c(c1)C=C(C(=O)NCc1ccc(Cl)cc1)CO2	-13	10	-0.5	7	-26	91	6	0	84	-20
23	CCCc1cc(=O)[nH]c(SCC(=O)N(CC)C2CCS(=O)(=O)C2)n1 (stereo not given)	-19	4	-0.1	1	-36	100	3	2	107	-10
24	CCOCCCNCC(=O)N1CCN(S(=O)(=O)c2ccc(C)cc2)CC1	2	15	-0.5	1	-36	106	4	0	106	.

# (more compounds)
entry	structure	Yeast life ext	Measles CPE	MRP1 act	GALR2 blocker	Yeast growth inh	PTEN del growth	NPY Y2 blocker	Phagocyt inh	HCT116 bCat-KO	E-sel TNF inh
25	Cc1nc2ccccc2n1C1CC(=O)N(N(C)C)C1=O (stereo not given)	-3	11	-0.5	11	-53	106	-1	-1	104	15
26	CCOC(=O)C1CCN(C(c2cccc(F)c2)c2sc3nc(C)nn3c2O)CC1 (stereo not given)	-7	10	-1.6	18	-44	99	2	.	85	-13
27	Cc1cccc(Nc2cc(C)c3c(O)cccc3n2)c1C	-3	8	-4.4	3	-21	20	0	.	23	19
28	Cc1ccccc1C1C(C#N)=C2N=C(N)c3c(sc4c3CCCCC4)N2C2=C1C(=O)CC(C)(C)C2 (stereo not given)	-8	10	-3.2	-7	-48	59	1	.	67	-12
29	CCN=C(Nc1ccc2c(c1)OCO2)SC1CC(=O)N(c2ccccc2F)C1=O (stereo not given)	-4	18	-1.1	3	-67	99	3	-1	91	7
30	Cc1cc(C(=O)COC(=O)CNC(=O)c2ccc(F)cc2)c(C)n1Cc1ccco1	1	8	-1.3	3	-43	96	5	-1	96	-7
31	O=c1[nH]n(-c2ccc(F)cc2)c2ncccc12	-8	2	-2.6	6	-2	91	2	.	87	32
32	CC1CCN(c2ccc(N3C(=O)C4CCCCC4C3=O)cc2[N+](=O)[O-])CC1 (stereo not given)	3	48*	1.4	24	-39	103	2	-5	101	.
33	Cc1ccc(C(=O)C2=C(O)C(=O)N(c3ncccn3)C2c2ccc(Cl)cc2)o1 (stereo not given)	.	10	-0.3	0	-39	100	-2	.	99	6
34	COc1ccc(C)cc1S(=O)(=O)Nc1cccc(Cl)c1Cl	.	13	-0.7	0	-65	88	6	.	85	-7
35	Cc1nn(Cc2ccccc2)c(C)c1C(=O)OCC(=O)c1cc(C)n(CC(F)(F)F)c1C	-5	6	0.1	2	-29	58	5	-1	83	17
36	CCN(CC)c1ccc(NC(=O)OC)cc1	-2	3	0.7	-1	-71	88	3	-1	72	-1

# Of the compounds above, these have a cyano group:
entry	structure	Yeast life ext	Measles CPE	MRP1 act	GALR2 blocker	Yeast growth inh	PTEN del growth	NPY Y2 blocker	Phagocyt inh	HCT116 bCat-KO	E-sel TNF inh
2	CCOc1ccc(Nc2nc(C)cc(C)c2C#N)cc1	-10	16	-2.6	5	-18	96	0	2	89	16
14	Cc1cc2c(c(=O)n1CCc1ccccc1)C(c1ccco1)C(C#N)=C(N)O2 (stereo not given)	61	8	-2.5	-4	-70	97	7	0	89	-5
20	CCN(CC)CCNc1nc(-c2ccco2)c2c(c1C#N)CC(C)(C)OC2	-26	15	-4.3	7	-36	69	7	-1	79	-21
28	Cc1ccccc1C1C(C#N)=C2N=C(N)c3c(sc4c3CCCCC4)N2C2=C1C(=O)CC(C)(C)C2 (stereo not given)	-8	10	-3.2	-7	-48	59	1	.	67	-12

# Other records
entry	structure	Yeast life ext	Measles CPE	MRP1 act	GALR2 blocker	Yeast growth inh	PTEN del growth	NPY Y2 blocker	Phagocyt inh	HCT116 bCat-KO	E-sel TNF inh
37	COc1ccc(C(=O)O)cc1F	-7	3	-1.6	1	4	96	-2	2	107	.
38	CCOc1ccc(C2=C(C=Nc3c(C)n(C)n(-c4ccccc4)c3=O)C(c3ccc(F)cc3)c3ccccc3O2)cc1 (stereo not given)	-3	30	0.1	2	-49	84	-1	-1	88	2
39	Cc1nnc(NCCc2ccccc2)[nH]c1=O	1	3	-0.9	1	-17	102	1	0	102	.
40	COC(=O)c1ccc(CN2C(=O)NC3(CCC(C)CC3)C2=O)o1 (stereo not given)	-7	6	-0.6	2	-9	102	0	0	100	.
41	CCOc1c2ccc(C(=O)NCCc3ccc(C)cc3)cc2nn1CC	-12	6	-1.9	1	-4	93	7	.	103	-6
42	O=C(Nc1cccc(C(F)(F)F)c1)N1CCN(C(=O)Nc2cccc(C(F)(F)F)c2)CC1	-2	29	-0.7	-4	-27	94	-2	0	96	-18
43	CCOC(=O)c1c(-c2cccc([N+](=O)[O-])c2)csc1NC(=O)CCCOc1ccccc1OC	.	10	-1.7	1	-42	72	17	.	76	.
44	c1cncc(-c2csc(NCc3ccco3)n2)c1	-11	19	-3.9	2	-6	93	2	-1	97	9
45	O=C1/C(=C\c2ccco2)SC(=S)N1c1ccc(O)cc1	-6	39*	5.2*	-16	-11	94	0	0	93	15
46	Cc1ccc(Cn2ccc(NC(=O)c3cc(-c4ccc(Cl)cc4)on3)n2)cc1	1	11	-0.5	-1	-23	91	0	-2	93	.
47	O=C(O)CCN1C(=O)/C(=C\c2ccc(-c3nc4ccccc4s3)o2)SC1=S	-8	10	-0.3	-2	-14	98	-1	-1	92	2
48	CCN1C(=O)C2(C(C#N)=C(N)Oc3n[nH]c(C(C)C)c32)c2ccccc21 (stereo not given)	-1	2	-0.8	2	-36	114	2	-1	94	-8

# (further entries)
entry	structure	Yeast life ext	Measles CPE	MRP1 act	GALR2 blocker	Yeast growth inh	PTEN del growth	NPY Y2 blocker	Phagocyt inh	HCT116 bCat-KO	E-sel TNF inh
49	COC(=O)CCCC(=O)Nc1ccc(Cl)c(Cl)c1	-11	7	-2.3	6	-35	95	4	.	92	5
50	CCOC(=O)CSC1=NC(=O)CS1	8	13	-2.0	-3	15	97	-4	0	97	.
51	CCOc1ccc(Br)cc1/C=N/NC(=O)c1ccncc1	41	11	-1.2	-3	-60	37	0	0	42	-25
52	COC(=O)C1(c2ccccc2)NC(c2cccs2)C2C(=O)N(C)C(=O)C21 (stereo not given)	1	5	-0.2	-8	-62	107	2	2	90	-28
53	COc1ccc(NS(=O)(=O)c2ccc(NC(=O)c3ccc(N(C)S(C)(=O)=O)cc3)cc2)cc1	1	11	0.5	4	-18	20	0	-9	14	.

# 3 entries out of the list, ordered by formula weight, largest number first.
entry	structure	Yeast life ext	Measles CPE	MRP1 act	GALR2 blocker	Yeast growth inh	PTEN del growth	NPY Y2 blocker	Phagocyt inh	HCT116 bCat-KO	E-sel TNF inh
48	CCN1C(=O)C2(C(C#N)=C(N)Oc3n[nH]c(C(C)C)c32)c2ccccc21 (stereo not given)	-1	2	-0.8	2	-36	114	2	-1	94	-8
49	COC(=O)CCCC(=O)Nc1ccc(Cl)c(Cl)c1	-11	7	-2.3	6	-35	95	4	.	92	5
50	CCOC(=O)CSC1=NC(=O)CS1	8	13	-2.0	-3	15	97	-4	0	97	.
